Assay outcomes: PubChem, National Center for Advancing Translational Sciences (NCATS)
Pol beta inh – DNA polymerase beta (human) inhibition; Potency, µM (highest dose often 114 µM), inactives show top-dose activity change, negative = inhibition, most hits filed as inhibitors; AID 485314; 340,000 compounds, 1.3% hits; Pol beta primer extension/strand displacement, fluorescence kinetic; P06746; further: on the % scale 0 is the no-effect control and ±100 the full control effect
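Pol beta (10 nM) was preincubated with compound for 15 min at room temperature. The reaction was then started with 50 nM substrate and read immediately and after a further 10 min at room temperature.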
Apoferritin bind – binds horse apoferritin like a general anesthetic; P02791; apoferritin/1-aminoanthracene competitive binding, fluorescence; Potency, µM (titrated, usually from 77.5 µM), for the others: top-dose activity change, negative = displacement, most hits filed as inhibitors; 350,000 compounds, 0.074% hits; further: on the % scale 0 is the no-effect control and ±100 the full control effect; nearly all actives have a fitted effect of over 20% in size
Target sequence (P02791 2-175 limits assumed): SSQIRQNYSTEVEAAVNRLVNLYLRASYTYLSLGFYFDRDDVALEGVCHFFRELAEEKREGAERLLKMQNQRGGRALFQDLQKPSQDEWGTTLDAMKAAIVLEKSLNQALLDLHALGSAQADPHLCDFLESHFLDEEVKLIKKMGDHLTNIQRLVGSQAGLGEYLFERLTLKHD
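Horse-spleen apoferritin (10 uM) was mixed with 50% saturated 1-aminoanthracene in PBS, exposed to compounds for 10 min at room temperature, and read for fluorescence (ex 380 nm, em 535 nm). Competitive displacement was fitted with a four-parameter Hill equation.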
G9a block – inhibitors of human histone lysine methyltransferase G9a | AID 504332 | Potency, µM (doses to about 102 µM), inactives show at the highest dose activity, negative = inhibition, usual class: inhibitors | 350,000 compounds, 8.8% hits | Q96KQ7 | G9a H3K9 monomethylation, AlphaScreen, 2 h; further: on the % scale 0 is the no-effect control and ±100 the full control effect; nearly all actives have a fitted effect of over 75% in size
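Enzyme 20 nM + cpd, 15 min RT; add b-H3K9 pep 500 nM / SAM 20 uM; 2 h RT; anti-H3K9me1 Ab 0.5 ug/mL + SA donor / anti-rabbit acceptor beads 20 ug/mL each, 10 min; AlphaScreen read.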
APEX1 inh – APE1 (human) endonuclease inhibition. P27695. recombinant APE1, TAMRA/BHQ-2 abasic DNA cleavage fluorescence. Potency, µM (series often up to 65.8 µM), for inactives: at the top dose activity change, negative = inhibition, hits mostly inhibitors. 350,000 compounds, 0.35% hits. AID 2517;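 further: plate controls were vehicle for no effect and reference inhibitor for full effect; nearly all actives have a fitted effect of over 55% in size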
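Substrate: short duplex with […] THF abasic site, 5'-TAMRA and 3'-BHQ-2, 50 nM final. APE1 at 0.75 nM, preincubated 15 min RT with compound. Fluorescence increase from first to third read measured activity.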
POLK inh – inhibitors of human DNA polymerase kappa; AID 588579; 400,000 compounds, 0.53% hits; purified Pol kappa, fluorescent DNA synthesis assay, 10 min; Q9UBT6; Potency, µM (titrated, usually from 107 µM), without a hit: at the top dose activity, negative = inhibition, most hits filed as inhibitors; further: on the % scale 0 is the no-effect control and ±100 the full control effect
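10 nM Pol kappa was preincubated with compounds for 15 min at room temperature. Reaction started with 50 nM (final) substrate. Fluorescence read kinetically at 0 and 10 min.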
BAZ2B inh – BAZ2B (human) inhibition. Potency, µM (highest dose often 114 µM), without a hit: at the highest dose activity change, negative = inhibition, most hits filed as inhibitors. Q9UIF8. 360,000 compounds, 4.4% hits. AlphaScreen BAZ2B-H3K14Ac peptide displacement; further: on the % scale 0 is the no-effect control and ±100 the full control effect; nearly all actives have a fitted effect of over 60% in size
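AlphaScreen displacement of biotin-H3(5-23)K14Ac peptide (50 nM final) from BAZ2B (50 nM final) in PBS pH 7.4, 0.01% Tween-20; complex preformed 30 min RT, then compounds (top 110 uM) 30 min RT, beads 20 min dark.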
Pol eta inh – blocks human DNA polymerase eta activity | recombinant Pol eta, fluorescent DNA replication assay | 390,000 compounds, 1.2% hits | Q9Y253 | Potency, µM (doses to about 114 µM), inactives show at the top dose activity change, negative = inhibition, most hits filed as inhibitors; further: on the % scale 0 is the no-effect control and ±100 the full control effect
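Fluorescent replication assay: 50 nM final substrate added after a 15 min room-temperature compound preincubation with 10 nM enzyme. Signal taken at 0 min and again at 10 min.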
Pol iota inh – DNA polymerase iota (human) inhibition; Pol iota fluorescent replication assay, 10 min; Potency, µM (series often up to 115 µM), for the others: top-dose activity, negative = inhibition, usual class: inhibitors; 390,000 compounds, 1% hits
Target sequence (Q9UNA4 whole entry, looked up): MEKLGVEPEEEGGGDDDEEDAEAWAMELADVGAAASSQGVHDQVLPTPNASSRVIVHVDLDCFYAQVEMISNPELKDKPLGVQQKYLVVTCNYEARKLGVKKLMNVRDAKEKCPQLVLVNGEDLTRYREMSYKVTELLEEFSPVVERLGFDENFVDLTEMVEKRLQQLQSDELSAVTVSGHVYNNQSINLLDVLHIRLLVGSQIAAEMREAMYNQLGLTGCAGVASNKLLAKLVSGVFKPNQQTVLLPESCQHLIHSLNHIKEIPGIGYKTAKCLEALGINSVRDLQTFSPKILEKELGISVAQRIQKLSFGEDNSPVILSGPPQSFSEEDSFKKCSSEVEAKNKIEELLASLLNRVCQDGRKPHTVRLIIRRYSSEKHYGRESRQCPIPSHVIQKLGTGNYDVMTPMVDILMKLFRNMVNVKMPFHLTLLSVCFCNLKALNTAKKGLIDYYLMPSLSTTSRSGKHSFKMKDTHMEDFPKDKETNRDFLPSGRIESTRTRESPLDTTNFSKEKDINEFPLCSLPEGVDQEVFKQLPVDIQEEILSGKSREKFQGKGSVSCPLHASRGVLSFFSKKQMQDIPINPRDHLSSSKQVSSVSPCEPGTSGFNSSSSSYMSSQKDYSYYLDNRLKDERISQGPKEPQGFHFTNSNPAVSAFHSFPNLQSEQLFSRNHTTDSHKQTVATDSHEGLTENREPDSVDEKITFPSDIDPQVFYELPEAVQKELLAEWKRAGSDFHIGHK
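Fluorescent replication assay read twice, at 0 min and 10 min after adding 50 nM (final) substrate. Enzyme (10 nM) and compounds were first incubated 15 min at room temperature; enzyme-free buffer wells were negative controls.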
BLM helicase inh – blocks DNA unwinding by human BLM helicase | P54132 | 350,000 compounds, 0.2% hits | recombinant BLM DNA unwinding, fluorescence dequenching | Potency, µM (titrated, usually from 56.1 µM), for inactives: at the top dose activity change, negative = inhibition, hits mostly inhibitors;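 further: plate controls were vehicle for no effect and no enzyme for full effect; nearly all actives have a fitted effect of over 35% in size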
Active calls of the source: *; ? = inconclusive; nt = not tested or not shown; & = joins results of further samples; [ ] = dose if it differs, or a comment. The call rests on the fitted dose curve; in most records, active means well fitted curve in the direction sought with a large enough effect; inconclusive means small, poorly fitted or top-dose-only effect, or another doubt; inactive means no such curve, though single readings can be large; an effect the other way counts as inactive or inconclusive. Potency means the concentration at half of the fitted maximal effect. A portion of the library, so the mix of outcomes need not match the whole.

SMILES	Pol beta inh	Apoferritin bind	G9a block	APEX1 inh	POLK inh	BAZ2B inh	Pol eta inh	Pol iota inh	BLM helicase inh
COc1cc(C(C(=O)NC2CCCC2)N(Cc2ccccc2)C(=O)c2snc(C(N)=O)c2N)ccc1O (centres undefined)	4%	-11%	11%	0%	8%	4%	-24%	68%[activator]	1%
COc1ccccc1CNC(=O)COC(=O)c1ccccc1SCC(=O)N1CCCC1	nt	nt	?	5%	-14%	3%	-9%	22%	nt
Cc1ccc(C)c(NC(=O)CCN2CC(C)OC(C)C2)c1 (centres undefined)	8%	-7%	-3%	-1%	-6%	4%	-9%	-2%	-1%
COc1ccc(NC(=O)CC2SC(=N)N(c3ccccc3)C2=O)c(OC)c1 (centres undefined)	-13%	?	3%	-6%	1%	-34%	-15%	19%	17%
CCOc1ccccc1NC(=O)Nc1ccc(Br)cc1C	11%	-3%	5%	6%	-8%	-5%	-2%	-5%	0%
CC(C(=O)NC1CC(C)(C)NC(C)(C)C1)c1ccc([N+](=O)[O-])cc1 (centres undefined)	1%	-5%	-29%	?	-4%	-19%	-3%	50%[activator]	1%
CCOc1ccccc1NC(=O)CSc1nc(=O)n(Cc2ccccn2)c2c1CCC2	nt	nt	3%	6%	-7%	-22%	-13%	29%	nt
COc1ccc(C)cc1S(=O)(=O)NCC(c1ccc2c(c1)OCO2)N1CCOCC1 (centres undefined)	nt	nt	-42%	11%	-4%	7%	-18%	-24%	nt
N#Cc1c(-c2ccc(F)cc2)cc(-c2cccs2)nc1SCC(=O)O	?	1%	16%	-18%	10%	-35%	-15%	-7%	0%
Cc1nc(N(C)Cc2ccccc2)c2c(C)c(C)sc2n1	-23%	2%	?	49%	3%	8%	-16%	56%[activator]	-5%
CCCCCNC(=O)c1ccccc1SC	-6%	-22%	14%[59 µM]	2%	-14%	1%	-4%	18%	-1%
COc1ccc(NC(=O)Cc2c(F)c(F)c(F)c(F)c2F)cc1OC	1%	3%	?	-10%	5%	-18%	-12%	-17%	-2%
CCC1CCCCN1C(=O)Cn1c(=O)cc(C(F)(F)F)c2c(C)nn(C)c21 (centres undefined)	47%[activator]	-6%	29%[59 µM]	nt	-21%	-6%	-20%	1%	-1%
Clc1ncc(Cn2cccn2)s1	-1%	-5%	6%	3%	-21%	-21%	-3%	13%	-2%
CC(=O)NC(Cc1ccc(F)cc1)C(=O)N1CCN(C(=O)NCc2ccccc2)CC1 (centres undefined)	-6%	-1%	14%[59 µM]	-6%	1%	1%	1%	?	-5%
COc1ccc(C(CNC(=O)c2cccc(S(=O)(=O)N3CCCC3)c2)N2CCCC2)cc1 (centres undefined)	nt	nt	11%[12.7 µM]	27%	-1%	11%	-21%	23%	nt
COc1ccc(-c2cc(C)no2)cc1S(=O)(=O)N1CCOc2ccccc21	1%&-17%	1%&-6%	15%	18%	5%&-6%	-30%&-29%	-9%&-11%	31%&-28%[activator]	-3%&-3%
c1ccc(C2OCC3(CO2)COC(c2ccccc2)OC3)cc1 (centres undefined)	2%	-7%	34%[0.501 µM]	-1%	1%	-24%[57.1 µM]	-19%	21%	-3%
OCC1(CCc2ccccc2)CCCN(CCCc2ccccc2)C1 (centres undefined)	2%	-23%	-11%	-18%	-8%	4%	-13%	3%	1%
ON=Cc1cccn1-c1ccccc1	38%	-19%	-36%[59 µM]	14%	-2%	50µM*	-7%	30%	-1%
CCOCCCN(C(=O)CNC(=O)c1ccco1)C(C(=O)NC1CCCC1)c1cccc(OC)c1 (centres undefined)	21%	6%	6%	19%	-1%	13%	-13%	40%[activator]	-2%
CNC(=O)COC(=O)Cc1ccc(Cl)cc1	34%[activator]	-10%	15%	18%	4%	3%	-11%	48%[activator]	-1%
COc1ccc(OC)c(NC(=O)Cn2c(=O)n(CC(=O)NCc3ccco3)c(=O)c3ccccc32)c1	0%	-19%	2%[59 µM]	-4%	-6%	9%	4%	6%	-4%
CCOC(=O)C1=C(c2ccccc2)NC(=O)NC1c1cc(OC)c(OC)c(OC)c1 (centres undefined)	nt	nt	-6%[2.33 µM]	10%	6%	10%	-15%	20%	nt
Cc1nc(Cl)sc1C(=O)Nc1cccc2ccccc12	1%	-15%	6%[59 µM]	4%	-1%	2%	-6%	25%	-6%
Next part:
SMILES	Pol beta inh	Apoferritin bind	G9a block	APEX1 inh	POLK inh	BAZ2B inh	Pol eta inh	Pol iota inh	BLM helicase inh
COCCNC(=O)c1ccccc1NC(=O)c1cc(OC)cc(OC)c1	16%	-6%	11%[59 µM]	3%	0%	2%	-1%	39%[activator]	0%
Cc1cc(=O)[nH]c(Nc2ccccc2C)n1	9%	3%	5%	66%[activator]	-7%	19%	-18%	133%[activator]	1%
CCOc1cc(C(=O)NCC2CCCO2)cc(OCC)c1OCC (centres undefined)	-4%	-7%	-40%	-1%	-6%	-8%	-9%	7%	-3%
CCN(CC)C(=O)c1c(NC(=O)c2ccccc2F)sc2c1CCC(C(C)(C)C)C2 (centres undefined)	13%	40%[activator]	-39%[59 µM]	nt	-2%	11%	-10%	-9%	-15%
CCCCC(=O)Nc1nnc(-c2ccc(OC)cc2)s1	1%	7%	8%[59 µM]	2%	-2%	-6%	-1%	14%	7%
COc1ccc(Cc2nc3ccc(S(=O)(=O)N4CCOCC4)cc3[nH]2)cc1	23%	?	?	0%	-8%	3%	-1%	79µM*	-1%
c1ccc(Oc2ncnc3sccc23)cc1	-1%	-14%	43%[activator]	4%	-21%	-11%	7%	84%[activator]	-5%
OC1(c2ccc(F)cc2)CCN(Cc2ccccc2)C1 (centres undefined)	18%	-13%	2%	-4%	0%	-1%	-6%	-20%	1%
COc1ccc(C(=O)c2sc(NC(C)C)nc2N)cc1OC	16%	-24%	?	-4%	-4%	?	-19%	-5%	-2%
O=C(C1CCCN(S(=O)(=O)c2cc(Cl)ccc2Cl)C1)N1CCCCCC1 (centres undefined)	-7%	-18%	2%	-4%	-6%	0%	-17%	18%	-4%
CC(C)OCCCNc1ncc2c(n1)CC(c1ccc(N(C)C)cc1)CC2=O (centres undefined)	44%	-10%	35µM*	0%	-11%	-38%	-11%	-12%	-4%
Cc1ccc(C23OCCN2CCn2nc4ccccc4c23)cc1 (centres undefined)	nt	nt	4%[0.501 µM]	-10%	-8%	-26%	-4%	31%[activator]	nt
CCCCNc1ccc(C(CC(N)=O)NC(=O)c2ccccc2)cc1[N+](=O)[O-] (centres undefined)	31%	1%	-16%[12.7 µM]	-3%	-6%	-18%	4%	4%	-4%
O=C(CCS(=O)(=O)c1ccccc1)N(CCCN1CCOCC1)c1nc2ccccc2s1	nt	nt	40µM*	37%	2%	-17%	-9%	15%	nt
Cc1ccc(NC(=O)CNCc2ccc(Cl)cc2Cl)cc1S(=O)(=O)N(C)C	-7%	-7%	10µM*	25%	-10%	25µM*	-11%	-7%	-7%
COc1ccc(-c2nnc(-c3cc(OC)c(OC)c(OC)c3)o2)cc1OC	1%	-7%	0%[59 µM]	-2%	0%	-22%	3%	12%	-3%
Cc1ccc(OCCC(=O)OCC(=O)NCCc2ccc(Cl)cc2)cc1	nt	nt	8%	2%	0%	-4%	-17%	8%	nt
O=C(O)C(=O)/C(=C\c1ccsc1)c1ccc2ccccc2n1	25%	-10%	?	-9%	-8%	-6%	9%	1%	-3%
CCN(Cc1ccccc1)C(=O)COC(=O)c1cc(=O)[nH]c2ccccc12	5%	-3%	-26%	14%	-5%	nt	-11%	4%	-4%
Cc1cc(NC(=O)c2cc(-c3ccc(C)c(C)c3)nc3ccccc23)no1	3%	-18%	18%[59 µM]	-5%	-7%	-2%	-24%	33%[activator]	-8%
O=C1NC2(CCCCC2)N=C1c1ccc(F)cc1	6%	?	8%	2%	2%	2%	-6%	-4%[58.9 µM]	1%
COc1ccc(N2CC(C(=O)N3CCN(c4ccccc4)CC3)CC2=O)cc1 (centres undefined)	13%	-9%	11%	-4%	-4%	-13%	-16%	18%	1%
CNC(=O)CSc1nnnn1-c1cc(C)ccc1C	-6%	2%	-12%[59 µM]	11%	0%	9%	1%	-1%	-1%
O=C(Nc1ccc(Cl)c(Cl)c1)Nc1ccc(Br)cc1F	0%	-12%	30%[59 µM]	0%	-5%	22%	-8%	0%	-1%
CC(=O)Nc1cccc(NC(=O)c2ccc(C(=O)Nc3cccc(NC(C)=O)c3)nc2)c1	?	-5%	-10%	-2%	-7%	-33%	-5%	2%	-9%

Arranged by value in Pol iota inh (largest number first): 3 from the list above
SMILES	Pol beta inh	Apoferritin bind	G9a block	APEX1 inh	POLK inh	BAZ2B inh	Pol eta inh	Pol iota inh	BLM helicase inh
CCCCC(=O)Nc1nnc(-c2ccc(OC)cc2)s1	1%	7%	8%[59 µM]	2%	-2%	-6%	-1%	14%	7%
Cc1ccc(OCCC(=O)OCC(=O)NCCc2ccc(Cl)cc2)cc1	nt	nt	8%	2%	0%	-4%	-17%	8%	nt
CCC1CCCCN1C(=O)Cn1c(=O)cc(C(F)(F)F)c2c(C)nn(C)c21 (centres undefined)	47%[activator]	-6%	29%[59 µM]	nt	-21%	-6%	-20%	1%	-1%

(next part)
SMILES	Pol beta inh	Apoferritin bind	G9a block	APEX1 inh	POLK inh	BAZ2B inh	Pol eta inh	Pol iota inh	BLM helicase inh
CCCN1C(C(=O)c2ccccc2)=C(OC(=O)COc2ccc(C)cc2)c2ccccc2S1(=O)=O	1%	-3%	?	nt	3%	?	-24%	26%	-7%
COc1ccc(S(=O)(=O)N2CCOC2CNC(=O)C(=O)NCc2cccnc2)cc1OC (centres undefined)	?	-11%	-21%	3%	-2%	?	-17%	?	1%
CN(C)c1cc(N/N=C/c2ccc(Cl)cc2)nc(N(C)C)n1	1%	1%	?	2%	-5%[60.1 µM]	-38%	-19%	?	-24%
O=C(NCC1CCCO1)C1CC(=O)N(c2ccc(F)c(Cl)c2)C1 (centres undefined)	16%	-5%	3%	0%	-3%	9%	-19%	14%	1%
Cc1[nH]c2c(C)cccc2c1CN1CCC(CO)(Cc2ccccc2)CC1	?	-19%	-25%	5%	-2%	?	?	6%	-1%
O=C(CN1C2CCCC1CC(NC(=O)C1CCCCC1)C2)NCc1ccc(F)cc1 (centres undefined)	-4%	3%	-11%[59 µM]	15%	0%	4%	-19%	39%	-3%
